APP 5'UTR act: activates APP 5'UTR luciferase reporter; AID 1276; 190,000 tested, 1% active; SH-SY5Y APP 5'UTR luciferase reporter, luminescence; zero percent = DMSO vehicle wells; activation, % at 2 µM;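 active = activation above a set limit, based on mean plus 3 SD of controls, cut at about 140% in these data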; also: values of inactives mirror those of a sister screen read the other way
STAT3 activator: increases IL-6 driven STAT3 reporter signal; 190,000 tested, 0.91% active; U3A cells, IL-6 STAT3-luciferase reporter, luminescence; 100% = signal with IL-6 EC80 alone; AID 871; activation (% of control), % at 5.6 µM;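 active = activation above the screen-wide mean of compound activation plus 3 SD, cut at about 130% in these data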;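 also: 0% = background luminescence of wells with medium and substrate only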
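Test system: Human STAT1-deficient U3A cells with stable STAT3-luciferase reporter | Also added: Interleukin-6, 33 ng/mL | Timing: Compound pre-incubation 1 h before IL-6, then 6 h stimulation at 37 °C | Technique: Luciferase reporter luminescence | Read-out: Percent of IL-6-only median luminescence | Benchmarks: IL-6-only wells as 100% reference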
TLR4 MyD88 comp: inhibitors of human TLR4-MyD88 binding | O00206+Q99836 | HeLa CL3-4 TLR4/MyD88 BLA complementation, FRET ratio | inhibition, % at 8.4 µM | 200,000 tested, 0.18% active | AID 861; in the data active = inhibition above about 25%;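 also: 0% = vehicle and 100% = reference inhibitor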
Target sequence (O00206 whole entry, looked up): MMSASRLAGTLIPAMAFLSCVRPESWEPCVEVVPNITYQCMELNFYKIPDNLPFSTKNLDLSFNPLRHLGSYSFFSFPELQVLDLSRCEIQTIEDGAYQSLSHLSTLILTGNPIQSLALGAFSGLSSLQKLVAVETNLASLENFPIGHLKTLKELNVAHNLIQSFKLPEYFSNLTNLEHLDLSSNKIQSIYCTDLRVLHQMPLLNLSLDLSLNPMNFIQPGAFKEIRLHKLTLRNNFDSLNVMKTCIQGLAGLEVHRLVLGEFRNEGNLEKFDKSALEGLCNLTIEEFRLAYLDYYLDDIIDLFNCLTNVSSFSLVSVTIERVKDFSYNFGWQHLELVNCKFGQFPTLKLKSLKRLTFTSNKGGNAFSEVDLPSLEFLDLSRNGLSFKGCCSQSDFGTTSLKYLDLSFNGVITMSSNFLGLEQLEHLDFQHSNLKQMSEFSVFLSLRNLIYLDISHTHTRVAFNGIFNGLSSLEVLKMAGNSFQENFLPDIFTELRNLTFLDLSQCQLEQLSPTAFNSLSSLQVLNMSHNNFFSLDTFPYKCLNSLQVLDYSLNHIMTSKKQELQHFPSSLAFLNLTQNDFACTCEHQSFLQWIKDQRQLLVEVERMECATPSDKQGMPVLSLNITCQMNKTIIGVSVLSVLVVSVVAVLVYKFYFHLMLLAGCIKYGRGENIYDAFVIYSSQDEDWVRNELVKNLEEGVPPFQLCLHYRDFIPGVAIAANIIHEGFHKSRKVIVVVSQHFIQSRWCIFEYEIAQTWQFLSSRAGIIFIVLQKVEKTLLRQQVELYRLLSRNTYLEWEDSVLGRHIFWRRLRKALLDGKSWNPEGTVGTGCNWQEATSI
Target sequence (Q99836 whole entry, looked up): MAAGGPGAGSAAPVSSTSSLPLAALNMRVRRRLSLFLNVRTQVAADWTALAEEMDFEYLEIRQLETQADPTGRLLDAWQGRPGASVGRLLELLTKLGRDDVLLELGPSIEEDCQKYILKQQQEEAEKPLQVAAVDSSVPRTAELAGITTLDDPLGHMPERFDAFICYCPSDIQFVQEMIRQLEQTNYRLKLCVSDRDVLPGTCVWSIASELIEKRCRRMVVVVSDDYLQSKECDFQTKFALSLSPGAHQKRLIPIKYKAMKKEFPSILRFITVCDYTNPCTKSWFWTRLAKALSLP
STAT3 inh: reduces IL-6 driven STAT3 reporter signal | U3A cells, IL-6 STAT3-luciferase reporter, luminescence; host cell line lacks STAT1 | inhibition, % at 5.5 µM | 190,000 tested, 0.89% active | AID 862;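 active = inhibition above the mean inhibition across all screened compounds plus 3 SD, cut at about 44% in these data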;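 also: 0% = DMSO only wells and 100% = 100 µM nifuroxazide control wells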
HMGR II inh: inhibitors of class II HMG-CoA reductase from Enterococcus faecalis | purified E. faecalis HMGR, NADPH absorbance 340 nm kinetic | inhibition, % at 10 µM | 190,000 tested, 0.41% active | AID 1066;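 active = inhibition above a set limit, the median over all tested compounds plus 3 SD, cut at about 9.5% in these data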;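 also: enzyme runs in reverse so mevalonate oxidation gives rising NADPH absorbance; 0% = complete reaction with DMSO and 100% = background rate lacking mevalonate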
NF-kB neuron act: raises NF-kB expression in human neuronal cells; fold change at 12.5 µM; NF-kB reporter expression; active compounds read high; 190,000 tested, 1.6% active; in the data active = fold change above about 3.3
STAT1 inh: STAT1 signaling inhibition. NIH 3T3 STAT1-luciferase reporter, IFN-gamma, luminescence. inhibition, % at 5.5 µM. 200,000 tested, 0.35% active;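 active = inhibition above a set limit, the mean inhibition across all tested compounds plus 3 SD, cut at about 34% in these data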;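 also: 0% = IFN-gamma with DMSO and 100% = IFN-gamma with 300 µM nifuroxazide; values of inactives mirror those of a sister screen read the other way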
Redox H2O2 prof: compounds producing H2O2 with reducing agent – biochemical, NIH compound library profiling, artefact control for MLSCN library redox annotation, primary screen | DTT-dependent redox cycling H2O2, phenol red/HRP absorbance; 100% = 100 µM peroxide control, 0% = buffer | activation, % at 10 µM | 200,000 tested, 0.03% active;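 active = activation of at least 50% relative to the plate's high and low controls in the primary single-dose screen; inactive = activation below 50%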;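 also: compound incubated with DTT at 0.8 mM final as the reducing agent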
STAT1 activator: STAT1 signaling activation; activation (% of control), % at 5.5 µM; 200,000 tested, 2.6% active; NIH 3T3 STAT1-luciferase reporter, IFN-gamma, luminescence; 100% = IFN-gamma alone, no compound;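 active = activation above the screen-wide mean activation plus 3 SD, cut at about 130% in these data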;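 also: raw ratio to IFN-gamma control signal so 100% means no change and 0% no light; values of inactives mirror those of a sister screen read the other way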
Hsp70 act: Hsp70 transcriptional activation, primary screen; HeLa Hsp70 promoter luciferase reporter, luminescence; scaled: vehicle 0, proteasome-inhibitor control 100%; activation, % at 10 µM; 200,000 tested, 0.04% active; AID 1203;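 active = activation above the mean across all tested compounds plus 3 SD, cutoff set per campaign, cut at about 5.5% in these data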;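 also: 100% = MG132 at 30 µM as the positive control and 0% = DMSO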
* marks the source's active call; other numbers are inactive results.

Results for CCCCC(CCC(=O)NNC(=O)Cc1ccccc1)C(=O)O (stereo not drawn) ?
APP 5'UTR act: -4; STAT3 activator: 99; TLR4 MyD88 comp: -10; STAT3 inh: -1; HMGR II inh: -2; NF-kB neuron act: 1.2; STAT1 inh: 1; Redox H2O2 prof: -0.6; STAT1 activator: 99; Hsp70 act: -0.1

How did Cc1nc(N)sc1-c1csc(Nc2ccc(Cl)cn2)n1 do in these assays?
APP 5'UTR act: -7; STAT3 activator: 96; TLR4 MyD88 comp: 4; STAT3 inh: 9; HMGR II inh: -4; NF-kB neuron act: 1.3; STAT1 inh: -21; Redox H2O2 prof: 0.5; STAT1 activator: 114; Hsp70 act: -0.4

How did c1ccc(N=P(c2nc3ccccc3o2)(N2CCOCC2)N2CCOCC2)cc1 do in these assays?
APP 5'UTR act: 0; STAT3 activator: 98; TLR4 MyD88 comp: -6; STAT3 inh: 6; HMGR II inh: 2; NF-kB neuron act: 1.3; STAT1 inh: -4; Redox H2O2 prof: 1.2; STAT1 activator: 104; Hsp70 act: -0.3

Results for O=C(/C=C/c1ccc(Cl)cc1)N1CCN(c2ccc(Cl)cc2[N+](=O)[O-])CC1 ?
APP 5'UTR act: -2; STAT3 activator: 108; TLR4 MyD88 comp: 1; STAT3 inh: 2; HMGR II inh: -2; NF-kB neuron act: 1.1; STAT1 inh: -1; Redox H2O2 prof: 2.8; STAT1 activator: 101; Hsp70 act: 0.1

Results for O=C(c1ccccc1Cl)N1CCCC(c2nc3c(nnn3Cc3ccccc3)c(=O)[nH]2)C1 (stereo not drawn) ?
APP 5'UTR act: 3; STAT3 activator: 96; TLR4 MyD88 comp: 2; STAT3 inh: 7; HMGR II inh: -2; NF-kB neuron act: 0.79; STAT1 inh: -1; Redox H2O2 prof: -0.1; STAT1 activator: 101; Hsp70 act: 1.0

What do the screens show for `O=C(Nc1ccc(N2CCOCC2)cc1)Nc1ccc2nc(-c3ccco3)c(-c3ccco3)nc2c1`?
APP 5'UTR act: 12; STAT3 activator: 83; TLR4 MyD88 comp: 0; STAT3 inh: 24; HMGR II inh: -7; NF-kB neuron act: 0.41; STAT1 inh: 26; Redox H2O2 prof: 0.9; STAT1 activator: 88; Hsp70 act: -0.6

Results for COCCCN=C1NN=C(c2cc(C)n(Cc3ccco3)c2C)CS1 ?
APP 5'UTR act: -94; STAT3 activator: 98; TLR4 MyD88 comp: 13; STAT3 inh: 3; HMGR II inh: 1; NF-kB neuron act: 1.8; STAT1 inh: -26; Redox H2O2 prof: 0.2; STAT1 activator: 123; Hsp70 act: -0.1

Results for Cc1cc(C)cc(NCCC#N)c1 ?
APP 5'UTR act: -9; STAT3 activator: 98; TLR4 MyD88 comp: -16; STAT3 inh: 8; HMGR II inh: -5; NF-kB neuron act: 1.3; STAT1 inh: -5; Redox H2O2 prof: 0.6; STAT1 activator: 105; Hsp70 act: 0.0

What do the screens show for `Cc1ccc(CNC(=O)CN(Cc2cccs2)C(=O)C2(C)CC(=O)N=C3C=CC=CN32)cc1` (stereo not drawn)?
APP 5'UTR act: -2; STAT3 activator: 100; TLR4 MyD88 comp: -4; STAT3 inh: -2; HMGR II inh: -5; NF-kB neuron act: 1.5; STAT1 inh: -7; Redox H2O2 prof: -0.1; STAT1 activator: 106; Hsp70 act: -0.5

Results for COC(=O)C(C)(C)ONC(=O)Nc1ccccc1[N+](=O)[O-] ?
APP 5'UTR act: 5; STAT3 activator: 79; TLR4 MyD88 comp: -1; STAT3 inh: 31; HMGR II inh: -9; NF-kB neuron act: 1.1; STAT1 inh: -3; Redox H2O2 prof: -2.2; STAT1 activator: 102; Hsp70 act: -0.3

How did Cc1nc(SCc2ccc(O)c([N+](=O)[O-])c2)n[nH]1 do in these assays?
APP 5'UTR act: 9; STAT3 activator: 99; TLR4 MyD88 comp: 9; STAT3 inh: 1; HMGR II inh: -5; NF-kB neuron act: 1.3; STAT1 inh: -9; Redox H2O2 prof: -0.8; STAT1 activator: 108; Hsp70 act: 0.0

What do the screens show for `CC(C)c1ccccc1NC(=O)C1CN(S(=O)(=O)c2ccccc2)CCN1S(=O)(=O)c1ccccc1` (stereo not drawn)?
APP 5'UTR act: 9; STAT3 activator: 105; TLR4 MyD88 comp: -8; STAT3 inh: -9; HMGR II inh: 1; NF-kB neuron act: 0.65; STAT1 inh: -7; Redox H2O2 prof: -0.1; STAT1 activator: 106; Hsp70 act: -0.3

How did CCCC(O)(c1ccc(OC)cc1)C(CN1CCOCC1)c1ccccc1 (stereo not drawn) do in these assays?
APP 5'UTR act: 9; STAT3 activator: 103; TLR4 MyD88 comp: -3; STAT3 inh: -1; HMGR II inh: -2; NF-kB neuron act: 0.9; STAT1 inh: 6; Redox H2O2 prof: -1.6; STAT1 activator: 94; Hsp70 act: -0.3

What do the screens show for `O=S(=O)(Nc1ccncc1)c1ccccc1`?
APP 5'UTR act: -5; STAT3 activator: 102; TLR4 MyD88 comp: -22; STAT3 inh: 3; HMGR II inh: -1; NF-kB neuron act: 0.94; STAT1 inh: 6; Redox H2O2 prof: 1.0; STAT1 activator: 94; Hsp70 act: -0.2

Results for O=C(CSCc1c(F)cccc1Cl)NCC1CCCO1 (stereo not drawn) ?
APP 5'UTR act: -2; STAT3 activator: 104; TLR4 MyD88 comp: -2; STAT3 inh: -1; HMGR II inh: 0; NF-kB neuron act: 1; STAT1 inh: -5; Redox H2O2 prof: 2.1; STAT1 activator: 105; Hsp70 act: -0.4

Results for CN1C(=O)C(O)(c2nnc(-c3ccccc3)o2)c2ccccc21 (stereo not drawn) ?
APP 5'UTR act: 76; STAT3 activator: 98; TLR4 MyD88 comp: -6; STAT3 inh: 3; HMGR II inh: -1; NF-kB neuron act: 2.8; STAT1 inh: -6; Redox H2O2 prof: 0.3; STAT1 activator: 105; Hsp70 act: -0.2

How did Cc1ccc(C(O)(C(=O)NNc2ccccn2)c2ccc(C)cc2)cc1 do in these assays?
APP 5'UTR act: -14; STAT3 activator: 100; TLR4 MyD88 comp: -4; STAT3 inh: 6; HMGR II inh: -2; NF-kB neuron act: 1.4; STAT1 inh: 5; Redox H2O2 prof: -0.3; STAT1 activator: 94; Hsp70 act: -0.2

Results for Cn1ccnc1SCC(=O)N(C1CCCCC1)C1CCCCC1 ?
APP 5'UTR act: 8; STAT3 activator: 105; TLR4 MyD88 comp: 5; STAT3 inh: -3; HMGR II inh: -6; NF-kB neuron act: 1.1; STAT1 inh: 3; Redox H2O2 prof: 1.9; STAT1 activator: 97; Hsp70 act: -0.1

Results for Cc1ccc(C(=O)Oc2cccc(-n3cnnn3)c2)cc1 ?
APP 5'UTR act: 118; STAT3 activator: 110; TLR4 MyD88 comp: -9; STAT3 inh: -10; HMGR II inh: -8; NF-kB neuron act: 2.3; STAT1 inh: -40; Redox H2O2 prof: -0.7; STAT1 activator: 135*; Hsp70 act: -0.2

Results for CC12c3ccccc3C(c3ccccc31)C1C(=O)N(c3cccnc3)C(=O)C12 (stereo not drawn) ?
APP 5'UTR act: 11; STAT3 activator: 100; TLR4 MyD88 comp: 11; STAT3 inh: -1; HMGR II inh: -3; NF-kB neuron act: 1.5; STAT1 inh: 3; Redox H2O2 prof: -0.4; STAT1 activator: 98; Hsp70 act: -0.4

Results for O=C(NC1CCCCC1)c1ccccc1-c1ccccc1 ?
APP 5'UTR act: 8; STAT3 activator: 100; TLR4 MyD88 comp: -16; STAT3 inh: 5; HMGR II inh: 1; NF-kB neuron act: 0.91; STAT1 inh: 0; Redox H2O2 prof: 0.2; STAT1 activator: 100; Hsp70 act: -0.5

What do the screens show for `COc1ccc2c(c1)O[C@H](c1ccc3c(c1)OCO3)[C@@H](OC(=O)Nc1cc(OC)c(OC)c(OC)c1)C2=O`?
APP 5'UTR act: -9; STAT3 activator: 105; TLR4 MyD88 comp: -13; STAT3 inh: -9; HMGR II inh: 0; NF-kB neuron act: 1.7; STAT1 inh: -15; Redox H2O2 prof: 1.0; STAT1 activator: 114; Hsp70 act: 0.6

What do the screens show for `O=S1(=O)c2ccccc2N=NN1Cc1ccc(Cl)cc1`?
APP 5'UTR act: 4; STAT3 activator: 96; TLR4 MyD88 comp: 2; STAT3 inh: 5; HMGR II inh: -2; NF-kB neuron act: 0.9; STAT1 inh: -3; Redox H2O2 prof: 0.1; STAT1 activator: 100; Hsp70 act: -0.1

How did CN(C)c1nc(SCc2ccccc2)nc(N2CCOCC2)n1 do in these assays?
APP 5'UTR act: 5; STAT3 activator: 106; TLR4 MyD88 comp: 1; STAT3 inh: -4; HMGR II inh: -3; NF-kB neuron act: 0.98; STAT1 inh: -7; Redox H2O2 prof: 3.5; STAT1 activator: 107; Hsp70 act: -0.2

How did Cc1ccc(Cn2c(=N)n(CC(=O)c3ccc([N+](=O)[O-])cc3)c3ccccc32)cc1 do in these assays?
APP 5'UTR act: -5; STAT3 activator: 107; TLR4 MyD88 comp: 10; STAT3 inh: -9; HMGR II inh: -13; NF-kB neuron act: 1; STAT1 inh: -2; Redox H2O2 prof: 0.6; STAT1 activator: 102; Hsp70 act: -0.3

How did N/C(COc1cccc(C(F)(F)F)c1)=N\NC(=O)c1cccnc1Oc1ccccc1 do in these assays?
APP 5'UTR act: 10; STAT3 activator: 101; TLR4 MyD88 comp: -6; STAT3 inh: 2; HMGR II inh: 5; NF-kB neuron act: 0.83; STAT1 inh: 5; Redox H2O2 prof: -5.3; STAT1 activator: 96; Hsp70 act: -0.2

How did CCN1CCCC1CNC1=NCCCCC1 (stereo not drawn) do in these assays?
APP 5'UTR act: 0; STAT3 activator: 107; TLR4 MyD88 comp: -4; STAT3 inh: -4; HMGR II inh: -2; NF-kB neuron act: 1.3; STAT1 inh: 7; Redox H2O2 prof: -0.4; STAT1 activator: 93; Hsp70 act: -0.1

Bioassay records from PubChem BioAssay.

Not a hit list. About 5.6% of those tested had a hit in this group.
